Screening data from PubChem BioAssay.
Dengue-2 NS5 capping: flavivirus cap methylation enzyme inhibition – biochemical, confirmation dose response, primary screen (AID 588689) | Dengue-2 NS5 methyltransferase capping enzyme assay, biochemical; higher % means a stronger effect | inhibition, % at 25 µM; hits with a dose series show IC50 in µM | actives 0.3% (n = 340,000); in the data active means a potency from the dose series; inconclusive means inhibition above about 29% without an active follow-up result
GPR55 antagonists: GPR55 antagonists blocking LPI-driven arrestin recruitment, primary screen, imaging, U2OS, beta-arrestin-GFP, LPI agonist (AID 2013); U2OS GPR55 beta-arrestin-GFP translocation imaging, LPI antagonism; higher % means a stronger effect; one-dose inhibition, % at 10 µM; IC50 in µM for titrated hits; actives 0.13% (n = 290,000);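 active means spots per cell inhibited over 60%, with over 100 cells counted and total cytoplasm intensity under 500,000; inconclusive means wells with under 100 cells, flagged as likely toxic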;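 further: U2OS cells stably carrying GPR55 and arrestin-GFP stimulated by 5 µM LPI near EC80; imaged beta-arrestin-GFP aggregate spots per cell after agonist stimulation; plate controls were LPI-stimulated DMSO wells for no effect and DMSO wells without LPI for full effect; some results filed as inactive read as strong as hits; confirmed hits need IC50 under 10 µM and bright autofluorescent wells are also inconclusive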
HIV fusion peptide: cell-free HIV fusion peptide-binding blockers – biochemical, uHTS, fluorescence dequenching, primary screen (AID 1986); cell-free peptide binding, fluorescence dequenching, 30 min; higher % means a stronger effect; one-dose inhibition, % at 20 µM; IC50 in µM for titrated hits; actives 0.3% (n = 290,000); in the data active means inhibition mostly above about 52%, no sharp cut-off; inactive means mostly below about 76%; further: some results filed as inactive read as strong as hits
GPR55 activation: GPR55 agonists via beta-arrestin recruitment, primary screen, imaging, U2OS cells, beta-arrestin-GFP redistribution (AID 1961). actives 0.048% (n = 290,000). one-dose activation, % at 10 µM; EC50 in µM for titrated hits. U2OS GPR55 beta-arrestin-GFP redistribution imaging; higher % means a stronger effect;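 active means activation above 40% with more than 50 cells counted in the well; inconclusive means wells holding fewer than 50 cells, flagged as toxic or sparse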;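 further: U2OS osteosarcoma cells stably expressing GPR55 and beta-arrestin-GFP; plate controls were DMSO negative control for no effect and LPI positive control for full effect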
GPR35 antagonists: inhibition of zaprinast-stimulated GPR35 beta-arrestin translocation – imaging, U2OS, beta-arrestin-GFP, zaprinast agonist, primary screen (AID 2058); U2OS GPR35 beta-arrestin-GFP translocation imaging, zaprinast antagonism; higher % means a stronger effect; inhibition, % at 10 µM, or IC50 in µM where a hit was titrated; actives 0.052% (n = 290,000);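 active means inhibition of at least 50% with at least 30 cells and total cytoplasm GFP at most 10,000,000; inconclusive means under 30 cells or total GFP of 10,000,000 plus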
NTR1 ag: NTR1-driven beta-arrestin-GFP spot formation – imaging, U2OS cells, high content, primary screen (AID 493036); agonist mode; activation, % at 20 µM; actives 0.17% (n = 330,000);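 active means activation at or above 40% of the spot to cytoplasm intensity ratio, with at least 20 cells analyzed; inconclusive means wells under 20 cells, flagged as cytotoxic or low count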;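 further: 0% = DMSO without peptide and 100% = 100 nM NTR1 peptide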
Target sequence (P30989 whole entry, looked up): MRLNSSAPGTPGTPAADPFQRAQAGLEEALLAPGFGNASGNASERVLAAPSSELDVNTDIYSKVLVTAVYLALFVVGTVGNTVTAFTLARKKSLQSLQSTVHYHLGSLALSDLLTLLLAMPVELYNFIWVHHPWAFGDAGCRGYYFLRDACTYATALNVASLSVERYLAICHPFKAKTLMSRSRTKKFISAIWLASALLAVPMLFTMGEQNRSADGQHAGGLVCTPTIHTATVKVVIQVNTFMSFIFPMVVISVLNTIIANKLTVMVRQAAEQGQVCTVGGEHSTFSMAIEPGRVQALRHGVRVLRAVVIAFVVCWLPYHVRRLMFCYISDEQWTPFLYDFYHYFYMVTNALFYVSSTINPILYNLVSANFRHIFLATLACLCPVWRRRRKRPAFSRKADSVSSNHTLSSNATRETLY
Siah-1 displacement: Siah-1 peptide-binding antagonists, primary screen, biochemical, fluorescence polarization, rhodamine-plectin, uHTS (AID 1817); Siah-1 / rhodamine-plectin peptide fluorescence polarization; higher % means a stronger effect; displacement, % at 20 µM, or IC50 in µM where a hit was titrated; actives 0.02% (n = 290,000);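 active means displacement of at least 50% at 20 µM, with a fluorescence ratio check between 0.3 and a set limit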;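 further: plate controls were Siah plus tracer with DMSO for no effect and tracer alone without Siah for full effect; strong numbers were not always called active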
UTI89 phage lysis: inhibition of K1F phage lysis, E. coli UTI89, bacterial capsule biogenesis inhibitors, alamar blue (AID 488966); E. coli UTI89 K1F phage lysis, alamar blue, 2 h; higher % means a stronger effect; inhibition, % at 100 µM, or IC50 in µM where a hit was titrated; actives 0.02% (n = 340,000);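 active means phage lysis inhibition, versus mean bacterial control, above a set limit; inconclusive means no clear call, values can overlap the other calls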;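 further: capsule biogenesis inhibitors block K1F phage lysis so surviving cells raise fluorescence; higher fluorescence means more inhibition of phage lysis; actives were called in the ten point dose series up to 300 µM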
AID2073: inhibitors of Mint1-CaV2.2 protein interaction, biochemical, HTRF (AID 2073) | HTRF protein-protein interaction, Mint1-CaV2.2; higher % means a stronger effect | one-dose inhibition, % at 20 µM; IC50 in µM for titrated hits | actives 0.19% (n = 290,000); in the data active means inhibition mostly above about 51%, no sharp cut-off; inconclusive means no clear call, values can overlap the other calls; inactive means mostly below about 53%; further: some results filed as inactive read as strong as hits
NTR1 ag cell count 20 µM: second read-out of NTR1 ag, no call of its own (marks repeat the call); cell count; measured here: cell count, cytotoxicity flag
* = called active by the depositor; ? = inconclusive; · = not tested or not shown; [ ] = another dose, or the depositor's remark.

The opening 2 compounds, ahead of the listing:
SMILES | Dengue-2 NS5 capping | GPR55 antagonists | HIV fusion peptide | GPR55 activation | GPR35 antagonists | NTR1 ag | NTR1 ag cell count 20 µM | Siah-1 displacement | UTI89 phage lysis | AID2073
CCN(CC)CCCNC(=O)c1cc(Sc2nnc(C)s2)nc2ccccc12 | -4% | 7% | 3.7% | -0.1% | -14% | 0.1 | 44 | -2% | 3.4% | 1%
NC(=O)c1ccc(C(F)(F)F)n(Cc2ccccc2Cl)c1=O | 3% | 12% | 4.5% | 0.0% | 4% | 12 | 86 | 2% | -1.9% | 7%

Results (from the top)
SMILES | Dengue-2 NS5 capping | GPR55 antagonists | HIV fusion peptide | GPR55 activation | GPR35 antagonists | NTR1 ag | NTR1 ag cell count 20 µM | Siah-1 displacement | UTI89 phage lysis | AID2073
CCN(CC)CCCNC(=O)c1cc(Sc2nnc(C)s2)nc2ccccc12 | -4% | 7% | 3.7% | -0.1% | -14% | 0.1 | 44 | -2% | 3.4% | 1%
NC(=O)c1ccc(C(F)(F)F)n(Cc2ccccc2Cl)c1=O | 3% | 12% | 4.5% | 0.0% | 4% | 12 | 86 | 2% | -1.9% | 7%
c1ccc(Cc2nc3ccccc3o2)cc1 | -4% | 3% | 0.2% | -0.1% | -2% | -0.7 | 54 | 0% | -0.6% | -5%
Cc1nc([N+](=O)[O-])c(NCCCO)n1Cc1ccccc1 | 4% | 8% | -0.3% | 0.2% | -7% | 2.8 | 84 | 3% | 0.0% | 11%
CCC(CC)C(=O)Nc1nnc(S(=O)(=O)N2CCc3ccccc32)s1 | -6% | 7% | -0.5% | -0.1% | -4% | 0.8 | 57 | -2% | 0.4% | 16%
Cc1ccsc1C(=O)N1CCCC(CO)(Cc2ccccc2F)C1 (configuration not stated) | -10% | 18% | 4.0% | -0.1% | 3% | 2.4 | 56 | 0% | 0.2% | 6%
CCOc1ccc(N=CC2=C(O)CC(c3ccco3)CC2=O)cc1 (configuration not stated) | -10% | 23% | 9.2% | 0.5% | -2% | 2.8 | 64 | 5% | 2.0%[50 µM] | 12%
CCC(C(=O)NC1CCCC1)n1nc(C)n2c(cc3occc32)c1=O (configuration not stated) | 0% | 2% | 0.8% | -0.1% | -6% | 0.0 | 65 | 13% | 0.2% | 5%
CCOc1cc(/C=N/Nc2cccc(C(=O)O)c2)ccc1OC(=O)c1ccccc1 | 1% | -12% | 23µM* | 0.2% | -30% | -0.8 | 85 | 1% | -1.2% | 12%
COc1cc([N+](=O)[O-])ccc1NC(=O)NNC(=O)C(C)Oc1ccc(F)cc1F (configuration not stated) | 3% | -6% | 0.3% | -0.1% | -7% | 1.6 | 62 | 11% | -0.1% | -5%
COc1ccccc1CN1CC(C(=O)N(C)Cc2[nH]c3ccccc3c2C)CCC1=O (configuration not stated) | 3% | -2% | 1.1% | -0.1% | -16% | -0.3 | 44 | 7% | 0.0% | 17%
Cc1ccc(NC(=O)/C=C/c2ccc([N+](=O)[O-])s2)cc1 | -12% | 9% | 3.0% | 0.2% | 10% | -1.6 | 79 | 7% | -8.2% | 9%
Cc1cc(C)c2cc(C#N)c(SCC(=O)Nc3ccc4c(c3)OCO4)nc2c1 | 6% | -1% | 4.3% | -1.9% | -1% | 11 | 71 | -1% | 0.1% | 34%
S=c1oc(-c2ccncc2)nn1CCc1ccncc1 | -9% | -2% | -1.6% | 0.2% | 2% | -0.4 | 67 | 7% | 0.4% | -2%
c1ccc(Cn2nnc3c(Nc4ccc5c(c4)OCO5)nc(C4CC4)nc32)cc1 | -1% | 8% | -3.0% | -0.2% | -1% | 18 | 82 | -5% | 6.0% | 35%
CN(CC(=O)NC1CC(C)(C)NC(C)(C)C1)S(=O)(=O)c1ccc(Br)cc1 | -2% | 16% | 1.0% | -0.1% | -12% | -0.3 | 56 | 4% | 0.3%[50 µM] | ?
COC(=O)c1cc2c(-c3ccccc3)cc3ccccn3c-2c1C(=O)OC | 27% | 2% | 3.8% | -0.1% | 4% | 0.4 | 32 | 2% | -0.3% | 43%
O=C1OCCC1Sc1nc2ccccc2n1-c1ccccc1 (configuration not stated) | -6% | -7% | 6.6% | -0.3% | 9% | 0.1 | 68 | -1% | 0.2% | 8%
CCCOc1ccc(CC(=O)N/N=C\c2ccc(F)cc2)cc1 | -14% | 8% | 0.4% | 0.5% | -4% | 1.1 | 51 | -2% | -0.5% | -1%
C#CCOCCOCCOCCNc1nc(N2CCN(C(=O)[C@H](CCC(=O)O)n3cc(C(N)Cc4ccc(O)cc4)nn3)CC2)nc(N2CCN(C(=O)[C@H](Cc3cc4ccccc4[nH]3)n3cc(C(N)CC(C)C)nn3)CC2)n1 (some centres not stated) | · | 3% | 2.3% | 0.4% | -4% | -1.3 | 89 | 13% | · | 0%
CC(=O)C1=C(C)NC(=S)NC1c1cc([N+](=O)[O-])ccc1O (configuration not stated) | -5% | -1% | -1.3% | -0.2% | 4% | 3.5 | 74 | -5% | 2.0%[50 µM] | -44%
Cc1[nH]c2ccc(C(=O)OCCN(C)C)cc2c1C | 2% | -3% | -0.4% | 0.1% | 2% | -0.8 | 49 | -2% | 0.3% | 25%
O=C(N/N=C/c1ccc(Cl)cc1Cl)c1ccncc1 | -3% | 13% | -1.7% | -0.2% | 4% | -0.7 | 42 | 4% | 1.6% | 28%
COc1ccccc1CNC(=O)c1ccc2c(=O)n3c(nc2c1)CCCCC3 | -4% | 12% | 1.1% | 1.9% | -9% | 1.0 | 71 | 6% | 0.5% | 5%
O=C(OCC(=O)c1ccc(Cl)s1)c1ccc2ccccc2n1 | 1% | -4% | 12% | -0.2% | 10% | 0.9 | 42 | 10% | 0.1% | 2%

A stretch from the list above:
SMILES | Dengue-2 NS5 capping | GPR55 antagonists | HIV fusion peptide | GPR55 activation | GPR35 antagonists | NTR1 ag | NTR1 ag cell count 20 µM | Siah-1 displacement | UTI89 phage lysis | AID2073
COc1ccccc1CNC(=O)c1ccc2c(=O)n3c(nc2c1)CCCCC3 | -4% | 12% | 1.1% | 1.9% | -9% | 1.0 | 71 | 6% | 0.5% | 5%
O=C(OCC(=O)c1ccc(Cl)s1)c1ccc2ccccc2n1 | 1% | -4% | 12% | -0.2% | 10% | 0.9 | 42 | 10% | 0.1% | 2%

(continued)
SMILES | Dengue-2 NS5 capping | GPR55 antagonists | HIV fusion peptide | GPR55 activation | GPR35 antagonists | NTR1 ag | NTR1 ag cell count 20 µM | Siah-1 displacement | UTI89 phage lysis | AID2073
CCOc1ccc(S(=O)(=O)Nc2ccc(S(=O)(=O)Nc3cc(OC)ccc3OC)cc2)cc1 | 4% | 4% | -1.9% | -0.2% | 2% | -1.4 | 55 | 1% | 4.1% | 22%
CC1=NN(C(=O)c2ccc(Cn3nc(C)cc3C)o2)C(O)(C(F)(F)F)C1 (configuration not stated) | -5% | 6% | -1.3% | 0.0% | -10% | -1.9 | 63 | -4% | -0.1% | 4%
CCCC(c1nnnn1Cc1ccco1)N1CCN(c2ccccc2)CC1 (configuration not stated) | · | 10% | -1.0% | -0.1% | 10% | -0.2 | 50 | 7% | 0.1% | 31%
CCC1CCCCN1C(=O)CSc1nc2c([nH]c3ccccc32)c(=O)n1C (configuration not stated) | -4% | 0% | 0.8% | 1.1% | 15% | 3.8 | 58 | 4% | 0.3% | 2%
C/C(=N\NC(=O)C(N)=O)c1ccc2c(c1)OCCO2 | -8% | 7% | -3.4% | 0.1% | -1% | -0.1 | 54 | -2% | 0.3% | 2%
Cc1nnc(NC(=O)CCCCCN2C(=O)C3C4C=CC(C4)C3C2=O)s1 (configuration not stated) | 0% | -5% | 1.8% | -0.3% | 15% | -0.8 | 84 | 0% | 0.1% | 7%
CCN1CCN(C(=S)NCc2ccc(C)cc2)CC1 | -6% | -4% | -1.3% | 0.1% | 18% | 2.2 | 51 | 3% | 1.8% | -10%
COc1ccc(N2CC(C(=O)N3CCN(C)CC3)CC2=O)cc1 (configuration not stated) | -4% | 0% | -0.2% | -0.1% | -1% | 2.3 | 43 | 1% | -0.1% | -7%
CN1CCN(c2ccc(NC(=O)c3ccc([N+](=O)[O-])o3)cc2Cl)CC1 | -8% | -6% | 0.6% | 0.9% | 6% | 6.2 | 52 | 5% | -0.3% | 7%
NS(=O)(=O)c1ccc(CNC(=O)c2ccc(Cl)cc2[N+](=O)[O-])cc1 | -7% | 0% | 2.3% | 0.2% | 8% | 0.4 | 42 | -4% | 0.6% | 1%
Cc1[nH]nc2c1C(C(C)c1ccccc1)C(C#N)=C(N)O2 (configuration not stated) | 1% | -1% | -1.1% | -0.3% | -1% | 0.1 | 50 | 12% | -0.7% | 9%
CSc1cccc(NC(=O)Cc2ccccc2[N+](=O)[O-])c1 | -3% | 7% | -2.8% | -0.1% | 8% | 0.4 | 54 | 0% | -2.2% | -2%
O=C(Nc1cccc(F)c1)c1ccc2c(c1)OCO2 | 0% | -12% | 1.4% | -0.1% | 2% | 3.2 | 64 | -3% | 2.5% | -8%
CC(C)Oc1ccc(C(=O)Nc2c3c(nn2C(C)(C)C)CS(=O)(=O)C3)cc1 | -1% | 1% | -1.8% | 0.1% | 4% | -0.6 | 63 | 4% | 0.4% | 4%
Cc1ccccc1NS(=O)(=O)c1nnc(NC(=O)c2ccc(Br)cc2)s1 | 4% | 9% | 12% | 0.0% | -8% | 2.3 | 56 | 5% | -0.1% | 20%
CCC(C)C(NC(=O)OCc1ccccc1)C(=O)NCC(c1ccccc1)N(C)C (configuration not stated) | 0% | 7% | -1.0% | -0.2% | 0% | 0.6 | 39 | 0% | 2.1% | 13%
CCOC(=O)CC1COCCN1Cc1cn(C)nc1-c1ccccc1F (configuration not stated) | -9% | 9% | -1.1% | -0.1% | 3% | 0.6 | 61 | -10% | 0.0% | 6%
Cc1ccc(S(=O)(=O)N(CC(=O)NCC2CCCO2)c2cccc([N+](=O)[O-])c2)cc1 (configuration not stated) | -5% | -6% | -1.3% | -0.3% | -8% | 0.7 | 40 | -1% | -0.1% | -4%

Some entries already given, reduced to AID2073.
Compound,AID2073
NS(=O)(=O)c1ccc(CNC(=O)c2ccc(Cl)cc2[N+](=O)[O-])cc1,1%
Cc1[nH]nc2c1C(C(C)c1ccccc1)C(C#N)=C(N)O2 (configuration not stated),9%
